Source: PubChem BioAssay (Vanderbilt High Throughput Screening Facility)
Cav32 inh: human Cav3.2 channel inhibition, primary screen; 100,000 compounds, 4% hits; Cav3.2-expressing cells, Fluo-4 calcium fluorescence FDSS; stronger effect = lower value; AID 449739; B-score at 10 µM; O95180;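 active means single-dose well whose peak fluorescence ratio is a statistical outlier from its plate by either plate-standardised score or position-corrected B-score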
Target sequence (O95180 whole entry, looked up): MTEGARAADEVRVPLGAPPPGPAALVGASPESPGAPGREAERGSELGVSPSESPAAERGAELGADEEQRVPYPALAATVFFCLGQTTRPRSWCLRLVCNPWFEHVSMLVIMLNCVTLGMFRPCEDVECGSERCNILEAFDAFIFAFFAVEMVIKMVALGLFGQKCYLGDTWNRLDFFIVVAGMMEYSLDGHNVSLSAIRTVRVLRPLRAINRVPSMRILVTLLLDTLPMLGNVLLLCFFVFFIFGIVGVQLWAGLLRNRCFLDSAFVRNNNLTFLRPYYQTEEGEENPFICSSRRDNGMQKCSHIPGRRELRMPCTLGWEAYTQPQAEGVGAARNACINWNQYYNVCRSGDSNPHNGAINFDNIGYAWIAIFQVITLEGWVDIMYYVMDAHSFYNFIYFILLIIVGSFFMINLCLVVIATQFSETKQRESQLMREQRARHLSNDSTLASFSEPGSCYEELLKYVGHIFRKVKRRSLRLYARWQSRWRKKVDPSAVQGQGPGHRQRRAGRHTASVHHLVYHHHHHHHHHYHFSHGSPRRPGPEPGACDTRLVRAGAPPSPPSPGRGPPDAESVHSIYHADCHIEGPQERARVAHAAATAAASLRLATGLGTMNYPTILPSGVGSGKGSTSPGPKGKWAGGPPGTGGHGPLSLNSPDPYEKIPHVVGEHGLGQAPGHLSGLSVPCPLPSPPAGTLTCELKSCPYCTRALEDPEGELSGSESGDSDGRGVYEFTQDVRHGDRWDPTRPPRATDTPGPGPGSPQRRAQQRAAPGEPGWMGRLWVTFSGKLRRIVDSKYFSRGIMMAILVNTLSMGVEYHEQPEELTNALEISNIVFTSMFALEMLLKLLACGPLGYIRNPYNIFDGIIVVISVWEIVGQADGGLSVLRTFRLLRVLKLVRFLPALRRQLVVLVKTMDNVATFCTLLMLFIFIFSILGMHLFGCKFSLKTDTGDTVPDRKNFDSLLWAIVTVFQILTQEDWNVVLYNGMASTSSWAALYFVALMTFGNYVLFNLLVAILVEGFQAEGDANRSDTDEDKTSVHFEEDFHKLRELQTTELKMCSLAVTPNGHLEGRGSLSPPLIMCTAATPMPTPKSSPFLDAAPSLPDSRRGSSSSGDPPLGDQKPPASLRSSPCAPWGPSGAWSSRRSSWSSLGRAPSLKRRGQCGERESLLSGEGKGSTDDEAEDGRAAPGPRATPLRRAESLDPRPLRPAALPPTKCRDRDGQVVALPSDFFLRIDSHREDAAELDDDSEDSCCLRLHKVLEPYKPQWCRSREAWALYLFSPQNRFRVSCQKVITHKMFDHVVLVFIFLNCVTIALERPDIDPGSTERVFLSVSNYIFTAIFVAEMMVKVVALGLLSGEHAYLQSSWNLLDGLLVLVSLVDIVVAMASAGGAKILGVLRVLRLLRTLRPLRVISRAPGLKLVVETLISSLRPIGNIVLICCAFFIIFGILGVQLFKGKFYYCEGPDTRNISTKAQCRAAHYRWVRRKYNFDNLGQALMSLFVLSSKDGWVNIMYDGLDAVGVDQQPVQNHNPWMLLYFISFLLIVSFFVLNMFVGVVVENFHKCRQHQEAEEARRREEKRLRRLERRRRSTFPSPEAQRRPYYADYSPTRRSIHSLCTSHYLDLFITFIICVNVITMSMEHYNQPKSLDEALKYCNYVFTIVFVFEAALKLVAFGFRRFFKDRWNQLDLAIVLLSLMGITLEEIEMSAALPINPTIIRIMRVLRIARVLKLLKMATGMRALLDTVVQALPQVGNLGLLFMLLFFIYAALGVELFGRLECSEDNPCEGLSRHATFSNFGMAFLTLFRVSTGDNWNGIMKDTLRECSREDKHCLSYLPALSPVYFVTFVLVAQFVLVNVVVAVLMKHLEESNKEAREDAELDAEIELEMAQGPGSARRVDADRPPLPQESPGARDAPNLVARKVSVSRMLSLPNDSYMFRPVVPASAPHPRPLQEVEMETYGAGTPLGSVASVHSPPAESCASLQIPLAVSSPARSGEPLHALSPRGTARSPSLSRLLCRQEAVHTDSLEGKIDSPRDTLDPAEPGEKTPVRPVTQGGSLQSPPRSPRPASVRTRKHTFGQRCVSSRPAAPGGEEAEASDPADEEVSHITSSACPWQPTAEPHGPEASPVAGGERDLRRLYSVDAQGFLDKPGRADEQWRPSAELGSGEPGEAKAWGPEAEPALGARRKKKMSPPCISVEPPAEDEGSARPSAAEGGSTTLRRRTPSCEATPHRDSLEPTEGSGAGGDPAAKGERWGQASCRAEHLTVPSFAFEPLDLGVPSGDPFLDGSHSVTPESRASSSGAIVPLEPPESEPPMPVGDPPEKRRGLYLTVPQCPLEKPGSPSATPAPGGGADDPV
Active calls of the source: *. Not all compounds are listed (hit frequency here may not be typical).

SMILES	Cav32 inh
CN(C)S(=O)(=O)c1ccc(C(=O)Nc2ccc(CCC(=O)N3CCCC3)cc2)cc1	1.23
COC(=O)c1[nH]c2ccc(Cl)cc2c1NC(=O)CCN1CCN(C2CCCCC2)CC1	1.82
CCCCc1cc(=O)oc2cc(OCc3cc(OC)c(OC)c(OC)c3)c(Cl)cc12	1.51
COc1ccc(F)cc1S(=O)(=O)Nc1ccc2c(c1)OCCO2	0.304
COc1ccccc1N(CC(=O)NC1CCCCC1)C(=O)c1csnn1	-0.305
CCCCOc1ccc(C(=O)O)cc1	0.00644
CCn1c(=O)cc(SCC(=O)N2CCN(Cc3ccc4c(c3)OCO4)CC2)c2ccccc21	-1.01
C/C(N)=C(/C#N)C(=O)COC(=O)CC12CC3CC(CC(C3)C1)C2	-2.26
Cc1ccc(-n2c(=O)[nH]cc(C(=O)N3CCc4ccccc43)c2=O)cc1C	0.0164
O=C(NCc1ccco1)C(=O)NCC1OCCN1S(=O)(=O)c1ccccc1 (stereo not given)	0.369
COc1ccccc1N=c1oc2cc(O)ccc2cc1C(=O)NCC1CCCO1 (stereo not given)	-1.45
CCCCOC(=O)C(C#N)c1nc2ccccc2nc1N1CCOCC1 (stereo not given)	-0.0467
O=c1[nH][nH]c(C(F)(F)F)c1C=Nc1cccc(Cl)c1	0.187
O=C(N/N=C(\c1ccccc1)c1cccnc1)C(O)(c1ccccc1)c1ccccc1	-1.18
CC(=O)ON1C(C)(C)CC(OC(=O)c2ccccc2)CC1(C)C	-0.0649
COC(=O)CSC1=C(C#N)C(c2ccc(F)cc2)CC(=O)N1 (stereo not given)	-0.0954
CCOC(=O)CSc1nc2ccccc2c(=O)n1C1CCCC1	-2.51
CC1(C)NC(=O)N(CCCCOc2ccc3ccccc3c2Cl)C1=O	-1.35
COC(=O)[C@H](C)NC(=O)Nc1ccc(OC(F)(F)F)cc1	0.277
CCCCn1c(=O)n(CC(=O)Nc2c(CC)cccc2CC)c(=O)c2c1nc(CO)n2CCC	-0.202
CN(CC(=O)NCc1ccc(Cl)cc1)S(=O)(=O)c1cccc2nsnc12	-0.513
Cc1ccc(NC(=O)C2=C(O)c3ccccc3N(C)S2(=O)=O)cc1	-0.856
COc1ccc(C(=O)C(c2ccccc2)N2CCOCC2)cc1 (stereo not given)	-0.00997
CCOC(=O)Cc1csc(NS(=O)(=O)c2ccccc2)n1	2.34
Cc1ccc(/C=C/C(=O)NC(=S)Nc2ccccc2C(=O)NC2CCCCC2)cc1	-0.787
CCN(C(=O)c1c(OC)cccc1OC)c1nnc(-c2cccnc2)s1	0.194
COc1c2ccoc2nc2c(OC)c(O)ccc12	2.48
CCCCn1c(=N)n(CC(O)COc2ccccc2)c2ccccc21 (stereo not given)	-3.21
COC(=O)c1c(C)n(-c2ccc(C)cc2)c2ccc(O)cc12	1.07
COc1cccc(-c2nnc3n2N=C(C(C)(C)C)CS3)c1	0.56

Not a retest: 4 of the compounds above.
SMILES	Cav32 inh
COC(=O)CSC1=C(C#N)C(c2ccc(F)cc2)CC(=O)N1 (stereo not given)	-0.0954
CCOC(=O)CSc1nc2ccccc2c(=O)n1C1CCCC1	-2.51
CC1(C)NC(=O)N(CCCCOc2ccc3ccccc3c2Cl)C1=O	-1.35
COC(=O)[C@H](C)NC(=O)Nc1ccc(OC(F)(F)F)cc1	0.277

The results go on:
SMILES	Cav32 inh
O=C(Nn1cnnc1)C1Cc2ccccc2CN1S(=O)(=O)c1ccc(F)cc1 (stereo not given)	0.033
COc1ccc(/C=N/Nc2ccccc2)cc1Cn1nc(C)c([N+](=O)[O-])c1C	-1.68
CCOC(=O)N1CCC(N(CCCOC)C(=O)Nc2cccc(OC)c2)CC1	1.39
Cc1ccnc(NS(=O)(=O)c2ccc(NC(=O)C34CC5CC(C)(CC(C)(C5)C3)C4)cc2)n1	-0.969
Cc1ccc(C(=O)OCc2ccc3c(c2)OCO3)cc1S(=O)(=O)N1CCCCC1	-4.09*
O=C(CCN1CCCCC1)NCC1OCCc2ccccc21 (stereo not given)	1.26
COc1ccc(OC)c(-n2c(SC)nnc2-c2c[nH]c3ccccc23)c1	0.339
O=P(O)(CN1CCCCC1)CN1CCCCC1	0.134
Cc1ccc(N(CC(=O)Nc2ccc(F)c(Cl)c2)S(=O)(=O)c2c(C)noc2C)cc1	0.973
COc1ccc(C(NC(=O)CC(C)C)NC(=O)CC(C)C)cc1OC	-0.659
O=c1c2c(nc3c(-c4ccccc4)c[nH]n13)CCC2	0.0083
C=CCNc1ncnc2c1[nH]c1ccc(Cl)cc12	0.56
O=C(Nn1c(=O)[nH]c2ccsc2c1=O)c1ccccc1	-0.131
O=c1c(O)c(-c2cccs2)oc2ccc(Cl)cc12	-4.76*
O=C(C/C=N/OCc1ccc(F)cc1Cl)c1cnc(-c2ccccc2)s1	-0.0353
Cc1c(Cl)c([N+](=O)[O-])nn1CC(=O)NC12CC3CC(CC(C3)C1)C2	-3.77*
COCCN1C=C(C(=O)OC)C(c2cc(Br)c(OC)c(OC)c2)C(C(=O)OC)=C1	-0.341
O=S(=O)(c1ccc(Cl)cc1)N1CCCC1c1nc2ccccc2s1 (stereo not given)	-4.51*
O=C(O)CSc1nnc(Cn2cnc3ccccc32)n1CCc1ccccc1	-0.171
COc1ccccc1-c1nnc(SCC(=O)c2ccc(C3CCCCC3)cc2)n1Cc1ccco1	-4.75*
O=C(c1ccco1)N1CCN(CC(O)Cn2c3ccccc3c3ccccc32)CC1 (stereo not given)	-4.84*
Cc1cc(C)cc(OCCCCCNCCO)c1	1.55
O=C(c1ccco1)N1CCCN(C(=O)c2ccco2)CC1	0.552
O=C(CN1CCN(Cc2ccccc2F)C1=O)NCc1ccco1	0.885
Cc1cccc(NC(=O)Cn2nc(C(F)(F)F)cc2C2CC2)c1	-0.993
Nc1cc(=O)nc(SCC(=O)N(C2CCCCC2)C2CCCCC2)n1-c1ccccc1	-0.37
OC(Cn1cncn1)c1ccc(Cl)cc1 (stereo not given)	-0.545
O=C(Nc1ncc(Cc2cccc(Cl)c2)s1)C1CCCO1 (stereo not given)	-2.33
CCC(c1nnnn1Cc1ccccc1)N(Cc1ccco1)Cc1cc2cc(OC)ccc2[nH]c1=O (stereo not given)	-2.81
O=C(O)C1CCCCC1C(=O)Nc1cccc2ccccc12 (stereo not given)	1.2

Individual results from the results shown:
Cav32 inh, `CC(=O)ON1C(C)(C)CC(OC(=O)c2ccccc2)CC1(C)C` = -0.0649
Cav32 inh, `Cc1ccc(N(CC(=O)Nc2ccc(F)c(Cl)c2)S(=O)(=O)c2c(C)noc2C)cc1` = 0.973
Cav32 inh, `COc1ccc(F)cc1S(=O)(=O)Nc1ccc2c(c1)OCCO2` = 0.304

Going on with the list:
SMILES	Cav32 inh
O=C(NC(NC(=S)Nc1ccc(Cl)cc1Cl)C(Cl)(Cl)Cl)c1cccc([N+](=O)[O-])c1 (stereo not given)	-4.92*
C#CCO[C@@H]1C[C@H](n2cnc3c(=O)[nH]c(NC(=O)C(C)C)nc32)O[C@@H]1CO	0.0144
COC(=O)c1ccc(NC(=O)CSc2n[nH]c(-c3ccncc3)n2)cc1	0.936
CCOC(=O)Cn1nnnc1C(C(C)C)N(Cc1cccs1)Cc1cc2cc(C)ccc2[nH]c1=O (stereo not given)	-2.09
CCOC(=O)Nc1ccc2c(c1)N(C(=O)C(C)N1CCCC1)c1ccccc1CC2 (stereo not given)	0.125
O=C(CN(c1ccccc1F)S(=O)(=O)c1ccccc1)NC1CCCCCC1	-1.95
COc1ccc(N(C(=O)C(C)C)S(=O)(=O)c2ccc3c(c2)n(C)c(=O)n3C)cc1	1.61
CC(Oc1ccccc1)C(=O)Nc1nc2c(s1)C(=O)CC(C)(C)C2 (stereo not given)	0.681
CCCCNS(=O)(=O)c1ccc2nc(SCC(=O)Nc3sccc3C#N)[nH]c2c1	-3.53*
Cn1c(NC(=O)c2ccc3c(c2)OCO3)cc(=O)n(C)c1=O	0.66
COC1(OC)N=C(N)C2(C#N)C(c3cccc(Oc4ccccc4)c3)C12C#N (stereo not given)	-4.97*
CCCCOC(=O)c1ccc(NC(=O)c2c(N)n(C)c(=O)[nH]c2=O)cc1	0.085
O=C(CCc1ccc(S(=O)(=O)NCc2ccccc2)cc1)N1CCN(Cc2ccc3c(c2)OCO3)CC1	-0.702
CCOc1ccc(C(=O)NC2CCN(C(=O)NCc3ccccc3)CC2)cc1	1.79
Cc1onc(-c2ccccc2)c1C(=O)Nc1ccc(S(=O)(=O)N2CCCCC2)cc1	-3.7

5 compounds picked at random from those above:
SMILES	Cav32 inh
CCOC(=O)Cn1nnnc1C(C(C)C)N(Cc1cccs1)Cc1cc2cc(C)ccc2[nH]c1=O (stereo not given)	-2.09
CCOc1ccc(C(=O)NC2CCN(C(=O)NCc3ccccc3)CC2)cc1	1.79
CCCCNS(=O)(=O)c1ccc2nc(SCC(=O)Nc3sccc3C#N)[nH]c2c1	-3.53*
C#CCO[C@@H]1C[C@H](n2cnc3c(=O)[nH]c(NC(=O)C(C)C)nc32)O[C@@H]1CO	0.0144
COC1(OC)N=C(N)C2(C#N)C(c3cccc(Oc4ccccc4)c3)C12C#N (stereo not given)	-4.97*

Going on with the list:
SMILES	Cav32 inh
Cn1nnc(NC(=O)c2ccccc2)n1	0.419
COc1ccc(-n2c3c(cc(C(=O)NC4CCSC4=O)c2=O)C(=O)CC(C)(C)C3)cc1 (stereo not given)	2
COC(=O)c1ccc(NC2(C#N)C(=O)Nc3ccccc32)cc1 (stereo not given)	-1.04
COc1cc(OC)cc(C(=O)N2CCC(N3CCCCCC3)CC2)c1	0.12
CC1(C)CC(O)(CCNCc2ccc3c(c2)OCO3)CCO1 (stereo not given)	-0.0263
CCC(=O)N[C@@H]1CC(C(C)(C)NC(=O)CC)CC=C1C (stereo not given in full)	0.688
O=C(C1CCN(S(=O)(=O)c2cccc3cccnc23)CC1)N1CCN(C2CCCCC2)CC1	0.543
O=C(CSc1nnc(-c2cccnc2)n1Cc1ccco1)c1ccc(Br)cc1	-1.46
Cc1cc(C)n(C(=O)CNC(=O)C2COc3ccccc3O2)n1 (stereo not given)	-0.616
COC(=O)N1[C@H](C)C=C[C@]1(Cc1ccccc1)C(=O)O	0.398
CCN(CC)S(=O)(=O)c1cccc(-c2nnc(SCc3ncc(-c4ccccc4)o3)n2C)c1	-2.09
COc1ccccc1NC(=O)CN1C(=O)NC(CC(C)C)C1=O (stereo not given)	0.471
CC(C(=O)Nc1ccc2nccnc2c1)N1C(=O)C2C3C=CC(C3)C2C1=O (stereo not given)	0.683
COc1cc(NC(=O)c2nnn(Cc3ccc(SC)cc3)c2N)cc(OC)c1	-0.0925
O=C1c2ccccc2C(O)(c2ncc[nH]2)N1CCc1ccccc1 (stereo not given)	-0.0334
O=C(CSc1nc(Nc2ccccc2)nc(N2CCOCC2)n1)N1CCc2ccccc21	0.444
O=C(Cn1nc(-c2ccc(Cl)cc2)c2ccccc2c1=O)Nc1cccnc1	-2.33
Cc1cccn2cc(CCNC(=O)c3ccc(Br)o3)nc12	0.0895
Cc1ccc(Cc2cnc(NC(=O)C3CCCO3)s2)cc1 (stereo not given)	-0.628
COC(=O)c1ccccc1S(=O)(=O)C(C)(C)C	0.28
Cc1nc(-c2ccc(Cl)cc2)sc1C1(C)CC(c2ccc(Br)cc2)=NO1 (stereo not given)	-0.405
CCOc1ccc(CN2CCN(C(=O)c3cccc(F)c3)CC2)cc1	1.27
COc1cccc(NC(=O)CSCC(=O)O)c1	-0.173
CCCCCn1c(SCc2cccc(C)c2)nc2c1c(=O)[nH]c(=O)n2C	-1.05
COc1ccc(NC(=S)Nc2ccc(F)cc2)c(OC)c1	0.3
CCc1nc(SCC(=O)N2CCN(C(=O)c3ccco3)CC2)c2c3c(sc2n1)CCCC3	-3.85
O=C(CSCc1ccc(Cl)cc1)N/N=C/c1ccc(OCC(=O)Nc2ccccc2)cc1	0.178
CCOC(=O)c1cc(NC(=O)CSc2nnc(CN3CCOCC3)n2C)ccc1Cl	1.75
Cc1ccc(C(=O)c2ccc([N+](=O)[O-])cc2)cc1	-0.379
CCC(C)NC(=O)C1c2cc(OC)c(OC)cc2C(=O)N(C)C1c1cccs1 (stereo not given)	0.0342
COc1ccc(OC)c(NC(=O)COC(=O)CNC(=O)c2ccc(OC)c(OC)c2)c1	-0.00364
CCc1nnc(SCc2ccc(OC(C)C)cc2)n1N	0.0152
Cc1cc(C(=O)Nc2nnc(C3CCCCC3)s2)no1	-3.92
COC(=O)c1nn(-c2ccc(OC)cc2)c(=O)cc1Oc1ccccc1	1.06
CCOC(=O)C(C)Oc1ccc(=O)n(-c2ccccc2)n1 (stereo not given)	0.935
COc1ccc(C[C@@H]2CN3C(=NC[C@@H]3C)N2C[C@H](C)NC(=O)CCC2CCCCC2)cc1	0.111
COc1ccc(CCNC(=O)CCn2cccc2)cc1OC	-1.3
CCn1nnnc1SCC(=O)c1ccc(NC(C)=O)cc1	1.06
Cc1c(NC(=S)NC(=O)C(c2ccccc2)c2ccccc2)cccc1C(=O)O	0.0897
CN1CCC(=O)N(CCSc2ccc(Br)cc2)CC1	-0.0158
O=C(Nc1cccc(NS(=O)(=O)c2ccc(S(=O)(=O)NC3CC3)cc2)c1)c1ccccn1	-3.73
O=C(Nc1nnc(-c2ccccc2)s1)c1cc(S(=O)(=O)N2CCOCC2)c(Cl)cc1Cl	2.71
Cc1cc(NC(=O)CSc2ccc3nnc(-c4cccc(F)c4)n3n2)no1	0.231
O=c1cc(Nc2ccc3c(c2)OCO3)[nH]c(=O)n1-c1ccc(Br)cc1	-0.315
Cc1[nH]c2ccc(F)cc2c(=O)c1SC(F)(F)C(F)C(F)(F)F (stereo not given)	-1.36
COc1ccc2[nH]c(C(=O)O)c(NS(=O)(=O)c3ccc(Cl)s3)c2c1	-1.08
CC(C)C[C@H](NC(=O)c1nc[nH]c1C(=O)N1CCN(c2ccccc2)CC1)C(=O)OC(C)(C)C	-1.6
CC(C)OC(=O)C1C2C=CC3(CN(CC4CCCO4)C(=O)C13)O2 (stereo not given)	0.0848
